# Compound activity from PubChem.
# P. falciparum M17LAP: P. falciparum M17LAP inhibitors, primary screen, biochemical, fluorogenic H-Leu-NHMec substrate, 1536-well (AID 1619); 220,000 compounds, 0.38% hits; recombinant M17LAP, H-Leu-NHMec fluorogenic kinetic assay; higher % means a stronger effect; one-dose inhibition, % at 30 µM; IC50 in µM for titrated hits;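 active = compound inhibiting the enzyme by more than half at any dose during confirmatory dose-response retesting; inconclusive = strong single-dose inhibitors picked by rank but not retested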;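 also: plate controls were full reaction with DMSO carrier for no effect and no enzyme background for full effect; strong numbers were not always called active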
# HEK293 NOD2/NF-kB: NOD2 signaling inhibitors, cell-based, luminescence, uHTS, HEK293 (AID 1566). HEK293 NOD2/NF-kB luciferase reporter, luminescence; higher % means a stronger effect. one-dose inhibition, % at 4 µM; EC50 in µM for titrated hits. 290,000 compounds, 0.63% hits; also: many of its hits are not listed in these tables
# AID2073: disruptors of CaV2.2 binding to Mint1 – biochemical, HTRF (AID 2073) | 290,000 compounds, 0.19% hits | inhibition, % at 20 µM; hits with a dose series show IC50 in µM | HTRF protein-protein interaction, Mint1-CaV2.2; higher % means a stronger effect; in the data active = inhibition mostly above about 51%, no sharp cut-off; inconclusive = no clear call, values can overlap the other calls; inactive = mostly below about 53%; also: some results filed as inactive read as strong as hits
# SIAH1 antagonists: Siah-1 peptide-binding antagonists, primary screen, biochemical, fluorescence polarization, rhodamine-plectin, uHTS (AID 1817); Siah-1 / rhodamine-plectin peptide fluorescence polarization; higher % means a stronger effect; one-dose displacement, % at 20 µM; IC50 in µM for titrated hits; 290,000 compounds, 0.02% hits;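 active = displacement of at least 50% at 20 µM, with a fluorescence ratio check between 0.3 and a set limit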;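 also: plate controls were Siah plus tracer with DMSO for no effect and tracer alone without Siah for full effect; strong numbers were not always called active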
# Lipid droplet: modulators of hepatic lipid droplet formation | AML12 mouse hepatocytes, oleate lipid droplets, BODIPY imaging | inhibition, % at 6.5 µM | 240,000 compounds, 0.4% hits | AID 1656;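 active = lipid droplet intensity inhibited by at least 50%, with more than 500 cells counted; inconclusive = wells with under 300 cells, treated as cytotoxic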
#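 Material – AML12 mouse liver cells · Also added – oleate loading, 100 µM · Compound dosing – 6.5 µM single-point dosing · Times – overnight treatment with compound plus oleate · Measured by – fluorescence imaging, 20x objective, two fields per well · Read-out – percent inhibition of filter-corrected integrated lipid droplet intensity per well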
# LYP inhibition: PTPN22 lymphoid phosphatase activity blockers – biochemical, fluorescence intensity, uHTS (AID 1779); recombinant LYP phosphatase, fluorescence intensity; higher % means a stronger effect; inhibition, % at 11.5 µM; hits with a dose series show IC50 in µM; 290,000 compounds, 0.054% hits;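 also: plate controls were vehicle with enzyme for no effect and no enzyme for full effect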
# XIAP antagonists: small molecules displacing peptide from XIAP – biochemical, IAP family, fluorescence polarization (AID 1018) | 200,000 compounds, 0.007% hits | one-dose displacement, % at 20 µM; IC50 in µM for titrated hits | XIAP BIR domain, fluorescence polarization peptide displacement; higher % means a stronger effect; in the data active = displacement above about 50%; also: a part of the inactive calls stands beside numbers as strong as those of hits
# M1AAP inhibition: malaria alanyl aminopeptidase activity blockers – biochemical, fluorogenic H-Leu-NHMec substrate, 1536-well (AID 1445). one-dose inhibition, % at 30 µM; IC50 in µM for titrated hits. 220,000 compounds, 0.42% hits. recombinant M1AAP, H-Leu-NHMec fluorogenic kinetic assay; higher % means a stronger effect;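 active = primary inhibition above the hit cutoff, then over 50% inhibition at one or more dose response concentrations, cut at about 23% in these data, passing the limit was not always enough; inconclusive = conflicting primary data, or primary hits not chosen for dose response; inactive = low primary inhibition, or under 50% at every dose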;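 also: plate controls were DMSO full reaction for no effect and no enzyme background for full effect; strong numbers were not always called active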
# ER stress rescue: rescue of cells from ER stress-induced death, primary screen, 384-well, CSM14.1, thapsigargin, ATP luminescence (AID 1222); 190,000 tested, under 10 active; CSM14.1 thapsigargin-induced death rescue, ATP luminescence; higher % means a stronger effect; cellular ATP content (survival), % at 20 µM; hits with a dose series show EC50 in µM;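 active = EC50 below 50 µM in the dose-response confirmation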;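 also: death triggered by thapsigargin at about 15 µM added after 2 h compound pretreatment; cell ATP read after overnight thapsigargin exposure of roughly 18 to 22 hours; normalized against plate controls of thapsigargin alone and 5% DMSO vehicle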
# Lipid droplet cells 6.5 µM: further read-out of Lipid droplet, marked with its call; cell count; measured here: cell count, cytotoxicity flag;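 cells counted across two imaged fields per well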
# An asterisk follows results filed as active; ? = inconclusive; . = not tested or not shown. Rule as the data show it, unless noted: active = inhibition above about 50%; inactive = the rest.
SMILES,P. falciparum M17LAP,HEK293 NOD2/NF-kB,AID2073,SIAH1 antagonists,Lipid droplet,Lipid droplet cells 6.5 µM,LYP inhibition,XIAP antagonists,M1AAP inhibition,ER stress rescue
CCCCC(O)(CCCC)C(=O)NN(C(=O)c1cccnc1Cl)c1ccccc1,6.4%,2.6%,12.0%,-0.2%,13.9,715,-6.9%,.,1.7%,.
COc1ccc(S(=O)(=O)N2CCNC(=O)C2)cc1Br,4.8%,6.0%,-5.2%,8.2%,-3.9,664,-1.0%,-4.5%,1.6%,0.0%
Cc1cc(Nc2cc(F)ccc2C)n2ncnc2n1,-0.3%,5.9%,-2.1%,0.9%,-1.0,602,-6.1%,0.3%,-3.4%,.
CCCc1nc(SCC(=O)N2CCc3ccccc32)c2c(=O)n(C)c(=O)n(C)c2n1,.,-2.8%,4.2%,-1.6%,-6.9,696,-0.5%,-2.9%,.,2.9%
O=C(N/N=C/c1ccccn1)c1cc(Br)ccc1O,.,-1.7%,5.2%,-6.5%,15.9,842,2.0%,.,.,.
CN1CCN(CCCNC(=O)c2ccc3c(c2)N(Cc2ccccc2)CCS3)CC1,-246.7%,6.7%,30.2%,0.1%,.,.,-12.2%,-1.1%,17.1%,-2.3%
CCOc1nc(-c2ccc(C)cc2)ccc1-c1noc(-c2cccnc2)n1,-3.4%,8.9%,14.5%,-0.5%,8.0,704,-8.0%,-15.7%,0.7%,-2.5%
CCc1ccc(CNC(=O)c2ccc(NC(=O)C3=CSCCO3)cc2)cc1,.,-6.1%,8.0%,2.3%,-20.0,703,-6.7%,.,.,.
CSc1nc(-c2ccc(Cl)cc2)nc(N)c1C#N,-1.2%,-27.1%,28.4%,0.8%,13.5,688,-5.3%,.,3.7%,.
COc1ccccc1NC(=O)C(=O)NCc1ccncc1,26.2%,5.5%,-9.7%,4.1%,-14.1,555,-5.1%,-5.1%,-1.9%,1.4%
COC(=O)C1=C(C(=O)OC)SC(=C2C(=S)C(C)(C)N(C(=O)CC(C)C)c3ccccc32)S1,1.1%,-12.6%,-12.6%,-8.0%,19.1,775,10.9%,-2.0%,4.6%,18.1%
O=C(CNS(=O)(=O)c1ccccc1)N/N=C\c1ccc(Cl)cc1,-8.6%,15.8%,3.5%,2.9%,-3.2,696,-5.7%,-1.3%,1.6%,-2.3%
CC(=O)Nc1ccc(S(=O)(=O)NCc2cccnc2)cc1,4.0%,11.6%,14.3%,5.0%,-2.2,608,-2.5%,2.2%,-3.0%,-3.0%
C=CCc1ccccc1OCC(O)CN(CC)CC (stereo unspecified),0.5%,-10.5%,?,-0.8%,-2.3,785,-10.9%,-1.7%,4.7%,-1.2%
COc1ccc(/C=C/C(=O)O)cc1S(=O)(=O)N1CCC(Cc2ccccc2)CC1,18.1%,9.9%,11.5%,1.7%,1.0,701,5.8%,.,9.6%,.
O=C(NCCSCc1ccco1)c1ccc(CN2CCOCC2)cc1,0.9%,-5.6%,-2.0%,-1.1%,17.2,836,2.4%,-9.7%,3.6%,1.1%
Cn1ccnc1C(=O)c1cc(SCC(=O)NC2CC2)nc2ccccc12,10.1%,20.6%,16.5%,1.1%,1.7,693,-1.0%,-18.4%,4.0%,-0.8%
CCN(CC)S(=O)(=O)c1cc(NC(=O)[C@@H](NC(N)=O)C(C)C)ccc1C,-1.5%,6.6%,1.3%,5.5%,3.0,685,-0.9%,-6.7%,3.0%,-0.5%
CC(C)CNC(=O)C1CCN(c2ccc(S(=O)(=O)N3CCOCC3)cc2)CC1,-3.5%,-6.3%,40.5%,0.2%,.,.,-7.7%,6.7%,1.3%,-0.4%
O=C(NNC(=O)C1CC=CCC1)c1ccccc1O (stereo unspecified),.,-14.5%,10.4%,0.7%,0.7,818,-3.8%,.,.,.

# Of the compounds above, 2 contain bromine:
SMILES,P. falciparum M17LAP,HEK293 NOD2/NF-kB,AID2073,SIAH1 antagonists,Lipid droplet,Lipid droplet cells 6.5 µM,LYP inhibition,XIAP antagonists,M1AAP inhibition,ER stress rescue
COc1ccc(S(=O)(=O)N2CCNC(=O)C2)cc1Br,4.8%,6.0%,-5.2%,8.2%,-3.9,664,-1.0%,-4.5%,1.6%,0.0%
O=C(N/N=C/c1ccccn1)c1cc(Br)ccc1O,.,-1.7%,5.2%,-6.5%,15.9,842,2.0%,.,.,.

# Next part
SMILES,P. falciparum M17LAP,HEK293 NOD2/NF-kB,AID2073,SIAH1 antagonists,Lipid droplet,Lipid droplet cells 6.5 µM,LYP inhibition,XIAP antagonists,M1AAP inhibition,ER stress rescue
CCC1=NN2C(=N)/C(=C/c3ccc(OS(=O)(=O)c4ccccc4)c(OC)c3)C(=O)N=C2S1,.,2.6%,3.0%,-0.8%,6.0,782,0.4%,.,.,.
Cc1cc(NC(=O)C2CC2)ncc1NC(=O)c1ccccn1,4.3%,-17.0%,11.6%,1.9%,-3.2,637,-3.9%,-5.4%,2.9%,-0.7%
Cc1cccc2cc(C#N)c(NCc3ccccc3)nc12,1.6%,-16.1%,20.6%,-3.5%,0.4,706,2.8%,-3.0%,0.3%,-0.9%
COc1ccc(C2c3c(oc4ccccc4c3=O)C(=O)N2Cc2ccncc2)cc1 (stereo unspecified),-2.8%,-1.6%,12.5%,2.3%,.,.,4.3%,-2.2%,4.0%,-1.0%
CCN(CC)C(=O)c1[nH]cnc1C(=O)N[C@@H](CCCCNC(=O)OC(C)(C)C)C(=O)OC(C)(C)C,-2.1%,18.1%,2.1%,1.8%,-1.2,646,-8.7%,-4.0%,-4.3%,-0.8%
COc1cc2c(cc1OC)C(C(=O)NCCN1CCOCC1)C1c3ccccc3CCN1C2=O (stereo unspecified),12.8%,15.4%,-3.3%,0.6%,.,.,0.0%,1.0%,5.6%,-2.3%
COCCOC(=O)c1[nH]c2c(c1C)C(=O)CC(c1ccc(F)cc1)C2 (stereo unspecified),6.0%,-4.7%,-4.9%,0.9%,.,.,-13.9%,-4.9%,16.6%,5.4%
CCN1CCN(C(=O)c2ccc(Sc3ccccc3Cl)c([N+](=O)[O-])c2)CC1,12.1%,10.3%,0.7%,-1.2%,-8.1,673,2.4%,-5.2%,8.3%,0.3%
O=C(NCCCl)C1Cc2c(ccc3ccccc23)O1 (stereo unspecified),0.3%,-1.8%,11.4%,1.4%,-12.0,730,-10.6%,-1.4%,0.5%,1.1%
COC(=O)c1cc(S(=O)(=O)N2CCN(c3ccc(C(C)=O)cc3)CC2)c[nH]1,.,17.4%,5.0%,-5.1%,-13.6,660,-8.1%,.,.,.
Cc1ccc(N(CC(=O)NCCc2ccccc2)S(=O)(=O)c2c(C)noc2C)cc1,-5.0%,-17.4%,5.6%,2.9%,-4.2,759,3.2%,-0.7%,9.4%,-1.0%
CCOC(=O)c1sc(NC(=O)c2ccc(CC)s2)nc1C,10.1%,-57.7%,17.1%,-4.7%,-9.2,682,-1.8%,-3.3%,4.4%,.
OC1(c2cccnc2)CCN(Cc2nnnn2Cc2ccccc2)CC1,6.5%,-2.0%,2.0%,6.8%,-8.9,726,-4.6%,-1.0%,1.3%,1.9%
COc1ccc(CC(=O)NCCc2ccc(S(N)(=O)=O)cc2)cc1,5.9%,2.5%,2.3%,2.0%,12.2,791,-0.3%,-5.8%,15.8%,-0.8%
COc1cc(NC2c3ccccc3C(=O)N2c2cc(C)ccn2)cc(OC)c1OC (stereo unspecified),-1.8%,-8.4%,-2.3%,-2.5%,.,.,3.1%,-2.5%,15.0%,-0.6%
Cc1cc(C)n2nc(-c3cccnc3)nc2n1,-4.6%,4.9%,-0.7%,4.0%,6.6,715,-6.1%,0.8%,0.4%,-0.8%
CC(C)=CC(=O)OCC(=O)Nc1cc([N+](=O)[O-])ccc1F,-2.5%,-1.9%,1.6%,-1.7%,-12.1,643,-2.8%,-6.3%,-2.0%,-2.4%
COc1ccc(C2CC(c3ccc(Cl)c(Cl)c3)Nc3nc(N)nn32)cc1 (stereo unspecified),-1.6%,-11.1%,1.6%,1.3%,.,.,-0.6%,-1.8%,6.2%,-0.3%
CCN(CC)c1ccc(NC2CC(=O)N(CCc3ccc(OC)cc3)C2=O)cc1 (stereo unspecified),6.6%,9.4%,-29.1%,1.0%,0.7,679,-6.8%,.,2.9%,.
COc1ccc([C@@H]2C=C(C(=O)O)O[C@H](OCCCCO)C2)cc1,-2.4%,14.5%,10.4%,13.4%,2.9,678,-5.7%,.,3.6%,.
Cc1ccc(N/C=C/C(=O)C(C)(C)C)c(O)c1,0.3%,5.2%,-8.4%,-3.2%,-2.3,807,-9.8%,-3.9%,14.9%,-1.2%
Cc1ccc(NS(=O)(=O)c2ccc(-n3cccn3)cc2)nc1,.,11.6%,-0.5%,3.7%,-1.7,656,-12.6%,.,.,.
O=C(CN1CCN(Cc2ccccc2)CC1)N1CCCc2ccccc21,.,-3.3%,4.3%,4.9%,.,.,-2.0%,.,.,.
O=C(N/N=C/c1ccccc1)c1ccc(OCc2ccccc2)cc1,2.0%,-9.8%,9.2%,-4.6%,2.0,728,-3.9%,-4.3%,7.2%,2.1%
O=C(N/N=C/c1ccncc1)c1cc([N+](=O)[O-])cc([N+](=O)[O-])c1O,-12.2%,3.9%,-4.7%,-5.2%,.,.,-2.4%,-4.4%,21.0%,-0.8%
CCn1c(SCC(=O)Nc2cccnc2Cl)nnc1-c1ccccc1,6.0%,-6.4%,-10.4%,-2.0%,-22.2,724,0.6%,-2.5%,-2.1%,-2.6%
COCCNC(=O)CCCn1c(=O)c2cc(OC)c(OC)cc2n(CC(=O)c2cccc(OC)c2)c1=O,-0.2%,5.1%,16.9%,2.2%,20.8,670,-3.8%,-1.3%,-4.9%,0.9%
CCC(C)NC(=O)COc1ccc(Br)c(C)c1 (stereo unspecified),0.2%,-1.5%,-3.5%,-0.2%,-1.3,801,5.0%,2.0%,4.0%,-2.7%
OC(CCc1cccc(Cl)c1)c1cccs1 (stereo unspecified),.,-23.5%,-2.6%,-3.5%,.,.,-0.3%,.,.,.
Cc1c(C(=O)N2CCOCC2)c(S(=O)(=O)Nc2ccc(C(C)C)cc2)c(C)n1C,.,-12.1%,1.0%,3.9%,-2.3,766,-8.1%,.,.,.
CC1CCN(c2c(NCC3CCC(C(=O)NCc4ccccc4Cl)CC3)c(=O)c2=O)CC1 (stereo unspecified),1.4%,-5.1%,-4.1%,0.3%,-2.0,737,-5.6%,-3.4%,-1.3%,-2.6%
Cc1ccc2cc(C)c(N3CCN(c4ccccn4)CC3)nc2c1,5.8%,2.2%,-0.8%,-0.6%,5.1,786,-1.2%,-12.0%,1.6%,-2.9%
CC(C)c1ccc(Nc2nnc(SC3CCOC3=O)s2)cc1 (stereo unspecified),32.8%,-11.1%,-12.7%,-2.6%,-9.2,607,7.1%,-16.8%,-0.5%,-4.8%

# Only part of the results is shown; count on the stated rates, not on these rows.
